PAX8 inh HTS = PAX8 transcriptional activity inhibition; RMG-I TPO-luciferase reporter, SteadyGlo, 24 h; inhibition, % at 12.6 µM; actives 1.2% (n = 360,000); AID 652154;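 active = mean replicate inhibition at least 60% with every replicate also reaching 60%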;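 note: luciferase light reporting Pax8 driven TPO promoter activity; plate controls were median of neutral control wells for no effect and mitoxantrone controls for full effect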
PglD inh = blocks C. jejuni PglD acetyltransferase activity; inhibition, % at 12.5 µM; purified PglD enzyme, DTNB colorimetric CoA detection; actives 0.098% (n = 360,000); in the data active = inhibition above about 16%, passing the limit was not always enough; note: strong numbers were not always called active
INS-1E GSIS act = primary screen for activators of insulin secretion dependent on glucose, INS-1E cells, GLuc reporter luminescence | INS-1E GLuc reporter insulin secretion, 2-3 h | activation, % at 16.6 µM | actives 0.61% (n = 370,000) | AID 743287;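 active = lowest replicate activation of at least 40%, so every replicate reaches that level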;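 note: 0% = median of neutral control wells and 100% = median of IBMX positive control wells; some compounds called inactive have numbers as strong as hits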
LGR2 antag = blocks bursicon-induced cAMP signaling via Drosophila LGR2; HEK293 LGR2, CRE-luciferase, bursicon-stimulated, 4 h; actives 0.35% (n = 380,000); inhibition, % at 9.99 µM;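 active = drop in luminescence signal, shown as inhibition above about 50% in the replicate tests, limit read from the data, passing the limit was not always enough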;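 note: agonist challenge used bursicon conditioned medium at about half maximal strength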
Cneo AK release = Cryptococcus neoformans lysis via adenylate kinase release; AID 651654; actives 0.2% (n = 360,000); lysis activity, % at 15 µM; C. neoformans lysis, adenylate kinase release luminescence, 4 h; normalised: neutral wells 0, clomiphene wells 100;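 active = mean lysis activity across replicates of at least 80%, whatever share of replicates individually reach that level; inactive = mean lysis activity below 80%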
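Assay system: C. neoformans cells. Amount: yeast cell density of 5 × 10^6 cells/mL. Technique: AK luminescence. Buffer or medium: YPD. Times: static 4 h at 37 °C with compound, 1 h detection. Dosing: single-point compound dose. Read-out: lysis from increased AK signal.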
Statin myotox sup = suppressors of simvastatin-induced myotoxicity in C2C12 myotubes. ATP luminescence, 48 h; scaled: DMSO 0, geranylgeraniol control 100. rescue of ATP level, % at 7.49 µM. actives 0.78% (n = 330,000). AID 602340;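 active = mean ATP rescue above about 67%, or every replicate alone reaching that limit, limit read from the data, passing the limit was not always enough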;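 note: myotubes were challenged with 10 µM simvastatin during compound exposure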
PGC1a acetyl inh = lowers PGC1a acetylation signal in U2OS cells; AlphaScreen anti-acetyl-lysine; with virally co-expressed GCN5 acetyltransferase; inhibition, % at 15.6 µM; actives 0.17% (n = 350,000);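 active = every replicate shows inhibition of at least 40%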;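 note: 0% = neutral control wells and 100% = positive control wells; some results beyond the cut were filed as inactive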
ARNT-TACC3 inh = ARNT/TACC3 interaction disruption; inhibition, % at 9.99 µM; AlphaScreen His-ARNT PAS-B/GST-TACC3 binding, luminescence; TACC3 fragment carries E629A point mutation; actives 0.66% (n = 390,000);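 active = mean inhibition of replicates at least 50% and at least half of replicates each reaching 50%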;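 note: 0% = complete ARNT plus TACC3 wells and 100% = ARNT alone without TACC3; many hits fall short of the cut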
Starred values were filed as active, the others as inactive; x = no result given; & = joins results of further samples.

SMILES	PAX8 inh HTS	PglD inh	INS-1E GSIS act	LGR2 antag	Cneo AK release	Statin myotox sup	PGC1a acetyl inh	ARNT-TACC3 inh
Cc1ccc(S(=O)(=O)N2[C@@H](c3ccccc3)C(C(=O)O)=CC[C@H]2c2ccc(Cl)cc2)cc1	-1.3	5.0&-1.1	-10.2	-0.3	-7.3	-0.8	x	13.7&-0.7
C[C@@H]1CCCCO[C@H](CN(C)C(=O)Nc2ccc(C(F)(F)F)cc2)[C@H](C)CN([C@H](C)CO)C(=O)c2cc(N(C)C)ccc2O1	36.7	-2.4	11.9	21.2	51.5	-60.4	2.4	4.4
Cc1cccc(C)c1OCc1cc(C(=O)N2CCN(c3ccccn3)CC2)no1	-84.7	-2.7	-8.3	-4.1	1.3	-14.3	-7.2	-2.8
COc1ccccc1/C=N\Nc1ccccc1[N+](=O)[O-]	-131.7	2.9	1.6	-59.4	0.6	x	8.4	-9.0
CO[C@@H]1CN(C)C(=O)c2cc(NC(C)=O)ccc2OC[C@@H](C)N(Cc2ccccc2F)C[C@@H]1C	x	1.3	-8.6	-16.1	0.3	10.0	-7.8	-6.4
CC1CCC(C(=O)NC(C(=O)NCc2cccnc2)C(C)C)CC1 (stereo not drawn)	x	1.2	x	x	-2.2	4.9	1.6	-5.9
CCCNC(=O)N1[C@H](CO)[C@H](c2ccc(-c3ccccc3F)cc2)[C@@H]1C#N	-45.4	-2.8	-19.2	-7.5	-3.9	-15.0	-5.1	-6.2
COC(=O)CCC(=O)Nc1ccc(S(=O)(=O)N2CCCCCC2)cc1	x	10.0	x	x	1.9	-5.8	8.6	-26.8
O=C(Nc1cccc(C(F)(F)F)c1)Nc1ccc2[nH]c(=O)[nH]c2c1	7.1	1.6	16.3	-17.5	0.9	-1.6	-10.3	-3.9
Cc1ccc(O)c(NS(=O)(=O)c2cccc3nsnc23)c1	-17.8	1.4	16.0	11.9	-3.8	-7.2	3.2	10.6
COc1cc(OC)c(N(C)S(=O)(=O)c2cccc(C(=O)OCC(=O)N(C)C3CCCCC3)c2)cc1Cl	4.8	-0.5	-13.6	-8.9	-0.8	6.0	-3.6	x
CCC(=O)c1ccc(OCC(=O)OCC(=O)Nc2cccc(S(=O)(=O)N3CCCC3)c2)cc1	-6.2	-7.7	-4.5	10.2	0.0	-8.7	9.6	-6.5
Cc1ccc(S(=O)(=O)Nc2ccc3c(c2)C(=O)N([C@H](C)CO)C[C@@H](C)[C@H](CN(C)Cc2ccc4c(c2)OCO4)O3)cc1	3.6	0.2	-11.1	8.3	-0.4	45.1	-7.0	-6.5
O=C(O)c1ccc(-c2ccccc2)[nH]c1=O	1.5	3.8	-5.3	-12.1	-2.3	12.8	-1.6	-1.2
CC1(C(=O)NS(=O)(=O)Cc2ccccc2C(F)(F)F)CCN1C(=O)c1ccco1 (stereo not drawn)	-11.2	-1.5	5.6	0.4	-0.2	1.8	9.4	x
O=C1CCC(=O)N1c1ccc(-c2nc3sc4c(c3c(=O)o2)CCC4)cc1	31.0	x	-8.1	-6.2	x	x	x	-2.9
O=S(=O)(Cc1ccccc1Cl)CC(O)COc1ccccc1Cl (stereo not drawn)	-3.8	-2.3	x	x	-1.3	0.3	-3.5	-12.4
COC(=O)c1c(C)nc(C)c(C(=O)OC)c1-c1cccs1	-18.6	x	30.8	13.9	x	x	1.5	1.4
CC(C)NCC(=O)Nc1c2c(nc3ccccc13)CCC2	-6.4	0.6	x	x	-1.7	x	-3.0	0.8
Clc1ccc(CSc2nnc(-c3ccncc3)s2)cc1	-22.1	3.7	16.9	-27.7	1.2	7.7	x	-1.4
COC(=O)C[C@@H]1C[C@H]2c3cc(N)ccc3O[C@H]2[C@@H](CO)O1	-3.9	-5.9	7.6	x	-2.2	1.5	6.6	14.7
COc1ccc(C(=O)Nc2cc(C(F)(F)F)ccc2-n2cnc3ccccc32)cc1	8.9	-0.2	x	x	-0.7	x	x	-9.9
COCC(=O)N1C[C@H]2[C@@H](c3ccccc31)[C@@H](CO)N2C(=O)Nc1ccccc1F	-5.7	1.1	2.1	8.2	-3.8	-0.5	2.9	2.6
COc1ccc(S(=O)(=O)N2CCN(C(=O)c3c(C)nn(-c4ccccc4)c3Cl)CC2)cc1	x	-2.7	x	x	-0.3	-21.2	-4.8	4.3
O=[N+]([O-])c1ccccc1CN1CCN(Cc2ccc3ccccc3c2)CC1	-9.9	-1.5	-31.6	-8.8	-5.9	-10.7	-3.3	20.5
SMILES	PAX8 inh HTS	PglD inh	INS-1E GSIS act	LGR2 antag	Cneo AK release	Statin myotox sup	PGC1a acetyl inh	ARNT-TACC3 inh
O=C(O)[C@@H]1[C@@H](CO)[C@@H]2Cn3c(ccc(/C=C/c4ccccc4)c3=O)[C@@H]2N1C(=O)C1CCCC1	-32.1	x	7.4	21.8	x	x	20.4	x
CC(C)c1ccc(NC(=O)CSC(C)c2nc3ccccc3c(=O)[nH]2)cc1 (stereo not drawn)	0.5	0.6	25.1	3.7	-1.6	14.8	-2.5	-5.9
COc1ccc(NC(=O)N(C)C[C@H]2Oc3c(NS(=O)(=O)c4ccc(OC)cc4)cccc3C(=O)N([C@@H](C)CO)C[C@@H]2C)cc1	-43.7	-1.8	-3.0	-11.7	-5.5	-13.4	19.8	1.5
CN(C)CCN(Cc1cc2cc3c(cc2[nH]c1=O)OCO3)C(=S)NCC1CCCO1 (stereo not drawn)	28.5	x	19.5	42.4	x	x	-2.6	-6.9
Cc1ccc(SCCC(=O)Nc2ccccc2Br)cc1	-12.5	-0.6	6.3	-18.6	-2.5	3.2	-1.7	-4.7
COc1ccc(C(=O)Nc2ccc3c(c2)CCCN3C(=O)c2cccs2)c(OC)c1	10.1	-2.2	-0.4	-3.5	-3.6	-33.7	-4.3	7.3
O=C(C[C@H]1C[C@@H]2c3cc(NC(=O)Cc4ccncc4)ccc3O[C@@H]2[C@H](CO)O1)NCC1CC1	3.1	5.0	-3.2	-19.0	-5.7	-1.9	6.8	-3.9
COc1ccccc1NC(=O)N1CCCC1C(=O)NCc1ccccc1Cl (stereo not drawn)	-8.2	2.7	-6.1	13.8	0.7	-1.6	-1.8	-7.7
Cc1sc2nc(CSC(C)C(=O)Nc3ccc(Cl)cn3)[nH]c(=O)c2c1C (stereo not drawn)	1.3	-1.1	12.2	-1.9	-0.3	-1.0	5.2	2.5
Cc1cc(=O)[nH]c(Nc2c(C)n(C)n(-c3ccccc3)c2=O)n1	x	-0.4	x	x	2.2	123.8*	-2.2	-10.8
CCOc1ccc(C(C)NC(=O)C2CCC2)cc1 (stereo not drawn)	5.8	x	-18.7	5.7	x	x	x	-4.2
CNC[C@@H]1OCCCC[C@@H](C)Oc2ccc(NS(=O)(=O)c3c(C)noc3C)cc2C(=O)N([C@@H](C)CO)C[C@H]1C	18.2	-1.9	x	x	-12.5	x	-3.4	-19.3
O=C(C1CCN(S(=O)(=O)c2cccnc2)CC1)N1CCN(c2ccc(Cl)cc2)CC1	66.5*	x	-4.1	11.3	x	x	x	-0.6
CCOC(=O)C1CCN(S(=O)(=O)c2ccc3c4c(cccc24)C(=O)N3)CC1	x	-5.0	x	x	-0.5	1.5	7.8	x
O=C1c2ccccc2C(=O)N1CCSc1nc2ccccc2c(=O)n1CCCN1CCOCC1	11.9	x	13.4	-4.1	x	x	x	-6.1
CCCCN(C(=O)CC1CCCC1)c1c(N)n(CCC)c(=O)[nH]c1=O	-10.1	3.3	-1.0	1.0	3.9	0.1	13.6	-2.0
CC(C)NC(=O)c1ccccc1NC(=O)Cc1ccc(Cl)cc1	x	-1.5	x	x	1.4	10.5	9.2	3.0
CCCS(=O)(=O)N1CCN(Cc2ccc(OCc3ccccc3)c(OC)c2)CC1	x	-7.9	x	x	1.7	-25.4	7.5	-0.3
COc1ccc([Si](C)(C)[C@@H]2[C@@H](CCO)O[C@]3(C(=O)N(Cc4ccc(N5CCOC5=O)cc4)c4ccccc43)[C@H]2C)cc1	96.7*	12.6	x	x	-35.9	x	-5.1	12.2
CCCC(C)NC(=O)c1nc(-c2ccccc2)n(-c2ccccc2)n1 (stereo not drawn)	x	2.6	-4.7	2.6	3.4	-0.7	-23.2	x
COc1ccccc1NS(=O)(=O)c1cc(NC(=O)c2cccc(S(=O)(=O)N(C)C)c2)ccc1N1CCOCC1	23.8	x	-1.5	14.3	x	-3.3	x	-18.8
CCC(OC(=O)c1cccs1)C(=O)NCc1ccco1 (stereo not drawn)	-11.8	6.2	x	x	-1.8	102.1*	6.9	0.7
CC(C)N(C(=O)[C@H]1C[C@H](CC(=O)NCC23CC4CC(CC(C4)C2)C3)C(=O)N2CCc3c([nH]c4ccc(Cl)cc34)[C@]12C)C(C)C	66.6*	3.4	1.6	13.1	5.0	-19.0	x	-4.2
O=C(CN1C(=O)c2ccccc2C1=O)OCCOCCN=C1NS(=O)(=O)c2ccccc21	-17.6	4.6	6.6	8.3	1.6	x	x	-3.3
COc1ccc(-c2c(-c3cc(OC)cc(OC)c3)n(C)c3ccc(-c4ccc(OC)nc4)cc23)cc1	-28.4	-1.8	-1.2	1.0	-1.4	-23.2	-5.9	-1.4

Complete entries as entered above. Order of values: PAX8 inh HTS, PglD inh, INS-1E GSIS act, LGR2 antag, Cneo AK release, Statin myotox sup, PGC1a acetyl inh, ARNT-TACC3 inh
COc1ccccc1NC(=O)N1CCCC1C(=O)NCc1ccccc1Cl (stereo not drawn) is entered as -8.2, 2.7, -6.1, 13.8, 0.7, -1.6, -1.8, -7.7
O=C1c2ccccc2C(=O)N1CCSc1nc2ccccc2c(=O)n1CCCN1CCOCC1 is entered as 11.9, x, 13.4, -4.1, x, x, x, -6.1
CCCC(C)NC(=O)c1nc(-c2ccccc2)n(-c2ccccc2)n1 (stereo not drawn) is entered as x, 2.6, -4.7, 2.6, 3.4, -0.7, -23.2, x

Further compounds follow:
SMILES	PAX8 inh HTS	PglD inh	INS-1E GSIS act	LGR2 antag	Cneo AK release	Statin myotox sup	PGC1a acetyl inh	ARNT-TACC3 inh
O=C(Nc1ccccc1)c1ccccc1C(=O)N1CCCCC1	-3.1	x	0.7	13.1	x	x	x	-5.3
COc1ccc(C(=O)OCC(=O)NC2CCCCCC2)cc1OC	6.3	3.2	19.0	10.8	-1.3	0.2	-8.2	x
CC(C)CC#Cc1cnc2c(c1)C(=O)N([C@@H](C)CO)C[C@@H](C)[C@@H](CN(C)C(=O)c1cccc(F)c1)O2	-22.9	1.8	3.0	5.8	100.5*	-1.5	2.4	-4.6
O=C(Nc1ccccc1Cl)c1cccs1	x	-2.3	x	x	-4.2	9.8	8.4	-14.9
CC(C)(Oc1ccc(Cl)cc1)C(=O)Nc1cccnc1	x	2.1	13.9	-0.5	10.5	x	-17.6	-7.4
O=C1C=C(N2CCN(C(=O)c3ccccc3)CC2)C2(CCCCC2)O1	x	-0.5	x	x	0.6	-0.2	-1.1	1.0
Cn1c(=O)c2c(nc(C(O)c3ccccc3)n2C)n(C)c1=O (stereo not drawn)	13.4	x	21.4	-2.6	x	x	x	0.2
CCCN(C)C[C@H]1OCCCC[C@@H](C)Oc2ccc(NS(=O)(=O)c3ccc(Cl)cc3)cc2C(=O)N([C@H](C)CO)C[C@@H]1C	-2.0	-1.9	2.5	9.1	54.0	3.6	-0.3	-0.4
CCc1nc2c(OCc3ccc(C#N)cc3)cccn2c1N(C)C(=O)c1cccs1	19.2	0.3	-3.0	6.7	-1.9	-10.2	4.6	x
Cc1cc(-c2ccc(C)c(S(=O)(=O)Nc3ccc(S(N)(=O)=O)cc3)c2)on1	-2.0	-0.2	-10.9	-1.3	3.2	-6.5	6.1	-3.1
COc1ccc(C2=NOC(C(=O)N3CCCc4ccccc43)C2)cc1 (stereo not drawn)	x	0.0	14.7	-4.2	-1.2	15.4	-5.2	2.0
Cc1ccc(OCCN(C)C(=O)C2CCC(=O)N(CC3CCCCC3)C2)cc1 (stereo not drawn)	23.8	0.2	-24.3	-3.9	1.2	11.3	-2.5	2.3

Screens: PubChem, Broad Institute
